FBPA Giardia inh: blocks Giardia fructose-bisphosphate aldolase activity. A8B2U2. purified Giardia FBPA. Potency, µM (top dose mostly 59.6 µM), for the others: at the top dose activity, negative = inhibition, hits mostly inhibitors. 0.71% of 290,000 active; note: potency is the fitted concentration of half-maximal effect; % is set by controls: 0 for no effect and ±100 for the full control effect; nearly all actives have a fitted effect of over 55% in size
Target sequence (A8B2U2 whole entry, looked up): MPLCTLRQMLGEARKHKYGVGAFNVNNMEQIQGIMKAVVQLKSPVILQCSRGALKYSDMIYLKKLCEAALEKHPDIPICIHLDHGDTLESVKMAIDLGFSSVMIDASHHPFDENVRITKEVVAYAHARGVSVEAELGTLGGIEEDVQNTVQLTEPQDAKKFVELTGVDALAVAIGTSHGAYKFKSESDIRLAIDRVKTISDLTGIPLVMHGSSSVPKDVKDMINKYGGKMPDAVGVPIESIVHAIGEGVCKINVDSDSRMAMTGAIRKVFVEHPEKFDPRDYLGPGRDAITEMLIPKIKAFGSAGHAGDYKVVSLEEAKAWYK
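40 nM FBPA preincubated 10 min at RT with compound (up to 57.5 uM final), then substrate plus GAPDH/TPI/NAD/arsenate coupling and diaphorase/resazurin added. Fluorescence read after 20 min at RT, 525/598 nm.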
CHX counter: affects cycloheximide protein synthesis inhibition readout, counter-screen; cell reporter, cycloheximide protein synthesis inhibition counterscreen; max response, %; 12% of 300,000 active; in the data active = max response mostly above about 13%, no sharp cut-off; inactive = mostly below about 14%; note: read at 38.3 µM for the half of the compounds with a filed dose; 0% is about no effect
Pf growth 96h: P. falciparum growth inhibition at 96 hours. P. falciparum luciferase reporter growth, 96 h. Potency, µM (highest dose often 28.7 µM), for inactives: at the highest dose activity change, negative = inhibition, hits mostly inhibitors. 6.9% of 320,000 active. AID 504834; note: potency is the fitted concentration of half-maximal effect; % is set by controls: 0 for no effect and ±100 for the full control effect
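Two parasite generations (96 h, 37 C, 5% CO2) of compound exposure in infected erythrocytes (0.05% parasitemia, 2% hematocrit). Luciferase-reporter P. falciparum; decreased luminescence indicates inhibited growth, aimed at apicoplast-acting delayed death.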
HCV inhibitor: inhibitors of hepatitis C virus infection | Huh7.5.1 HCVcc-Cre infection, luciferase reporter, 44 h | 3.4% of 340,000 active | AID 651820 | Potency, µM (top dose mostly 41.8 µM), for the others: at the highest dose activity change, negative = inhibition, hits mostly inhibitors; note: potency is the fitted concentration of half-maximal effect; % is set by controls: 0 for no effect and ±100 for the full control effect
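After 44 h co-culture of compound, cells and HCVcc-Cre (~0.5 moi), substrate is added for 15 min at room temperature and luciferase measured over 15 sec. Cells were seeded at 1,000/well and pre-cultured 4 h.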
Shiga toxin inh: Shiga toxin inhibition; Vero cells, Shiga toxin protein synthesis inhibition reporter; inhibition, % at 38.7 µM; 9.2% of 290,000 active; in the data active = inhibition mostly above about 28%, no sharp cut-off; inactive = mostly below about 43%; note: 0% is about no effect
Pf growth 48h: inhibits P. falciparum growth in the first generation, 48 h; 5.9% of 310,000 active; AID 504832; P. falciparum luciferase growth in erythrocytes, 48 h; Potency, µM (titrated, usually from 28.7 µM), for inactives: top-dose activity change, negative = inhibition, hits mostly inhibitors; note: potency is the fitted concentration of half-maximal effect; % is set by controls: 0 for no effect and ±100 for the full control effect
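Growth was read as firefly luciferase luminescence after a 48 h, 37 C, 5% CO2 exposure of compounds to reporter-bearing P. falciparum cultures (0.1% parasitemia, 2% hematocrit final) in Albumax-supplemented RPMI 1640.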
Starred values were filed as active, the others as inactive; ? = inconclusive; · = not tested or not shown; & = joins results of further samples; [ ] = remark or other dose. Unless noted, calls come from the whole dose curve; as a rule, active = well fitted curve in the direction sought with a large enough effect; inconclusive = small, poorly fitted or top-dose-only effect, or another doubt; inactive = no such curve, though single readings can be large; an effect the other way counts as inactive or inconclusive.

SMILES	FBPA Giardia inh	CHX counter	Pf growth 96h	HCV inhibitor	Shiga toxin inh	Pf growth 48h
C/C(CC(=O)Nc1ccccn1)=N\NC(=O)c1ccccc1O	-3%	52*	33%[activator]	7.1µM*	68*	10%
O=C(Nc1cc(S(=O)(=O)N2CCOCC2)ccc1N1CCCC1)c1cnccn1	8%	-3	?	-1%	-6	-15%
Cc1ccc(S(=O)(=O)N2CCC(C(=O)C3C(=O)CCCC3=O)CC2)cc1	3%	-6	3%	9%	-1	-1%
CCOc1ccccc1CN1CCC(Oc2cccc(C(=O)NCCOC)c2)CC1	12%	-2	25%	-4%	-2	?
O=C(Nc1nnc(C2=COCCO2)o1)c1cccc(Br)c1	·	8	?	-6%	0	-1%
O=C1NC(c2ccccc2O)Nc2ccccc21 (configuration not stated)	1%	13	-25%	-1%	10	-8%
c1ccc(-c2onc3c2CCCC3)cc1	0%	16*	·	?	71*	13%
CN(c1ccccc1)S(=O)(=O)c1cccc(Cl)c1Cl	-7%	-3	21%	-7%	4	91%[activator]
O=C1c2ccccc2C(=O)N1CCCCN(C(=O)c1ccc([N+](=O)[O-])cc1)c1ccc(Cl)cc1	-1%	12	?	?	-5	2%
COc1ccc(NC(=S)Nc2ccc(OCc3ccccc3)cc2)c(OC)c1	-3%	7	-23%	?	19	0%
CCCCNC(=O)c1onc(CSc2ccncc2)c1C(=O)NCCCC	-7%	-6	-29%	2%	2	?
CC(C(=O)Nc1cc(Cl)cc(Cl)c1)N1CCCC1 (configuration not stated)	3%	-3	?	-15%	-5	-15%[0.00184 µM]
CCN(CC)CCN1C(=O)C(=O)/C(=C(/O)c2ccc(S(=O)(=O)N3CCOCC3)cc2)C1c1ccccc1 (configuration not stated)	6%	7	0%	6%	27	23%
Cc1cc(=O)[nH]c(SCC(=O)N2CCc3ccccc3C2)n1	-10%	7	·	3%	29	7%
COc1ccc(C(C(=O)NC(C)(C)C)N(Cc2ccco2)C(=O)CCC(=O)Nc2cc(C)on2)cc1 (configuration not stated)	4%	-2	26%	?	3	0%

Brought forward from above: 3 compounds, then new ones.
SMILES	FBPA Giardia inh	CHX counter	Pf growth 96h	HCV inhibitor	Shiga toxin inh	Pf growth 48h
CCN(CC)CCN1C(=O)C(=O)/C(=C(/O)c2ccc(S(=O)(=O)N3CCOCC3)cc2)C1c1ccccc1 (configuration not stated)	6%	7	0%	6%	27	23%
Cc1cc(=O)[nH]c(SCC(=O)N2CCc3ccccc3C2)n1	-10%	7	·	3%	29	7%
COc1ccc(C(C(=O)NC(C)(C)C)N(Cc2ccco2)C(=O)CCC(=O)Nc2cc(C)on2)cc1 (configuration not stated)	4%	-2	26%	?	3	0%
COC(=O)Cn1c(CN2CCN(c3ccc(F)cc3)CC2)nc2c1c(=O)n(C)c(=O)n2C	-8%	-5	-5%	?	-5	·
COc1cc2c(cc1OC)CC[N+](C)=C2	0%	-3	40%[activator]	8%	-10	42%[activator]
Cc1cc(C)c(C)c(S(=O)(=O)N2CCN(C(=O)CNC(=O)c3ccco3)CC2)c1C	·	·	5%	?	·	8%
CC1=Nc2ccccc2N=C(NC(=O)CN2CCN(c3ccc(F)cc3)CC2)C1c1ccccc1 (configuration not stated)	-4%	-2	?	-4%	16	?
Cc1ccccc1Cn1cccc1/C=C1/C(=N)N2C=CSC2=NC1=O	-3%	7	-20%	-17%	3	·
O=C1CCc2cc(S(=O)(=O)N3CCN(Cc4ccc5c(c4)OCO5)CC3)ccc2N1	6%	0	19%	·	18	-32%
CN(C)CCN(C(=O)c1ccc(S(=O)(=O)N(C)c2ccccc2)cc1)c1nc2cc3c(cc2s1)OCCO3	-8%	22*	97%[activator]	-10%	61*	82%[activator]
COc1ccc(C2SCC(C(=O)NCc3ccc(F)cc3)N2C(C)=O)cc1 (configuration not stated)	0%	2	?	7%	-16	·
CC(=O)NCCCc1c[nH]c2ccc(Cl)cc12	5%	14	2%[5.75 µM]	-21%	14	19%
O=C(Nc1ccccc1[N+](=O)[O-])c1nc[nH]c1C(=O)NCCO	-10%	-2	-23%	11%	-6	?
COc1ccc(-c2nc(Cn3c(SCc4ccc(F)cc4)nc4ccncc43)c(C)o2)cc1OC	1%	-4	?	-12%	-14	·
Cc1oc(-c2cccs2)nc1CSCC(=O)N1CCC2(CC1)OCCO2	0%	-6	-14%	-5%	-7	2%
CCn1c(O)c(/C=N/NC(=O)c2ccncc2)c(=O)n(CC)c1=S	23%	-2	-6%	16%	-8	-5%
CCCc1c(C)nc2ccccc2c1SCCC#N	-12%	-7	?	?	-22	?
Cc1cc(=O)c2cc(Cl)ccc2[nH]1	0%	-2&18	·	-12%[8.37 µM]	-14	?
CCN(Cc1ccccc1)C(=O)Cc1ccc(OC)c(S(=O)(=O)N2CCOCC2)c1	·	·	?	17%	·	-16%
O=C(Nc1cccc(Br)c1)/C(=C\c1cccnc1)NC(=O)c1ccco1	-10%	4	?	2%	13	-14%
CNC(=O)Nc1ccc2nc(C)oc2c1	0%	5	32%[activator]	7%	5	14%
O=c1c2c(n3nnnc3n1-c1ccccc1)-c1ccccc1CC21CCCC1	15%	13	-17%	16%	-8	30%
O=c1c2c(ncn2C2CCCC2)n(Cc2ccccc2)c(=O)n1CCOc1ccccc1	-3%	6	?	?	16	17µM*
CC1CN(C(=O)c2ccc(Oc3ccccc3)cc2)CC(C)O1 (configuration not stated)	0%	14	6%	1%	-4	6%
C=CCNC(=S)N/N=C/c1cn(-c2ccccc2)nc1-c1ccc(OC)cc1	8%	-6	11%	-13%	-4	-21%
CCOC(=O)c1c(NC(=O)CSc2ncn[nH]2)sc(C)c1C	-10%	-2	28%	?	16	-6%
CCN1CCN(c2ccc([N+](=O)[O-])cc2C=C2C(=O)NC(=O)NC2=O)CC1	-17%	-2	8%	-5%	-5	4%
COc1ccc([C@H]2CC(=O)C=C(/C=C/Cc3ccccc3)C2)cc1	·	·	?	-4%	·	?
COc1ccc(OC)c(-c2csc(NC(=O)Cc3ccccc3OC)n2)c1	1%	18	-28%	?	23	?
C=Cn1cc[n+](CC(=O)c2ccc(C)cc2)c1	0%	-2	15%	5%	5	-29%
Cc1cc(C)cc(N(CCC#N)C(=O)COC(=O)CNC(=O)c2sc3ccccc3c2Cl)c1	·	·	-3%	6%	·	25%
Cc1ccc(C(=O)NCC(=O)N2CCCCCCC2)cc1	·	·	18%	-9%	·	?
Nc1nnc(SCC(=O)Nc2nnc(-c3ccccc3)o2)s1	·	·	?	2%	·	?
CC1=C(Sc2nc3ccccc3[nH]2)C(=O)NC(C)(C)C1	-4%	-1	25%	17%	24	18%
N#C/C(=C\c1ccc(N2CCOCC2)o1)C(=O)NC1CCCCC1	-10%	23*	?	-27%	46*	?
CC/C(=N\NC(=O)c1cccnc1)c1ccc2c(c1)OCCO2	-13%	7	0.93µM*	?	14	-11%
O=C(COC(=O)c1cccc(S(=O)(=O)Nc2ccc(F)cc2)c1)NCCN1C(=O)CSC1=O	·	·	?	-15%	·	?
COc1cc(C(=O)Nn2cnnc2)ccc1OC(F)F	5%	-6	24%	4%	4	18%
O=C(N1CCOCC1)N1c2ccccc2CC(N2CCOCC2)c2ccccc21 (configuration not stated)	?	-3	2%	2%	11	-25%
COc1ccc(-n2nc(C(=O)NCC(=O)NCCCN3CCC(C)CC3)c3ccccc3c2=O)cc1Cl	8%	-3	?	?	-10	?
CCN(CC)C(=O)CSc1nnc(SCc2ccc(Cl)cc2)s1	·	3	?	-19%	-6	?
O=C(CCc1nnc2n(Cc3ccc(Cl)cc3)c(=O)c3ccccc3n12)NCCN1CCCC1	-18%	-3	?	3.5µM*	-2	?
Cc1ccc(S(=O)(=O)Nc2ccc(S(=O)(=O)Nc3cc(C)nc(C)n3)cc2)cc1	-4%	7	33%[activator]	13%	36	-4%
CN1CCN(c2ccc(NC(=O)c3cc(S(N)(=O)=O)ccc3N3CCOCC3)cc2)CC1	·	·	-11%	17%	·	1%
CC(C)C12CN3CC(C(C)C)(CN(C1)C31C(=O)Nc3ccccc31)C2=O (configuration not stated)	8%	-1	?	15%	-12	8%
CC(C)OCCCn1c(SC(C)C(=O)NCC2CCCO2)nc2cc(Cl)ccc2c1=O (configuration not stated)	·	·	?	-9%	·	?
CCCCCOc1ccc(CSC2=NCCN2)cc1[N+](=O)[O-]	-7%	16*	?	?	64*	0%
COc1ccccc1N1CCN(C(=O)c2ccc(-c3ccccc3)cc2)CC1	0%	20*	54%[activator]	-20%	34	28%
Cc1ccc(C(=O)OCC(=O)Nc2ccccc2N2CCOCC2)cc1	-9%	-3	-12%	-6%	-7	-16%
COc1ccc(/C=C(\NC(=O)c2ccc(OC)cc2)C(=O)Nc2ccccc2C(=O)O)cc1	-9%	-3	35%[activator]	10%	-10	24%
Cc1ccc(-c2nc3c(c(=O)[nH]c(=O)n3Cc3ccccc3)n2C)o1	-23%	14	17%	7%	25	-9%
Nc1cccn2c(-c3ccc(Cl)c(Cl)c3)cnc12	-25%	74*	·	?	92*	·
CCOC(=O)N1CCN(C(=O)c2nn(C)c3c2CSc2ccccc2-3)CC1	-3%	2	56%[activator]	-10%	9	?
O=C(Nc1cccc2[nH]ncc12)c1ccc(F)cc1	1%	20	172%[activator]	8%	22	103%[activator]
CCc1cc2cc3c(cc2nc1SCC(=O)Nc1cc(OC)c(OC)cc1C(=O)O)OCO3	18%	8	?	·	8	20%
O=C(NCCCN1CCOCC1)c1ccc2c(c1)N(Cc1c(F)cccc1Cl)C(=O)c1ccccc1S2	·	-9	?	?	-5	?
C=CCN(c1ccccc1C(=O)O)S(=O)(=O)c1ccc(NC(=O)OC)cc1	11%	-3	48%[activator]	-10%	9	2.3µM*
C/C(=N\Nc1ncc(Cl)cc1Cl)c1ccc2c(c1)OCO2	-1%	13	54%[activator]	0%	58	13%
CC1CCc2nn(CC(=O)NC3CCCC(C)C3C)cc2C1 (configuration not stated)	2%	8	0.37µM*	?	9	7%
CC(=O)c1cc2c(cc1NC(=O)CCC1CCCC1)OCO2	-1%	3	?	?	-1	-16%
CCOC(=O)CN1C(=O)C(=O)N(Cc2c(F)cccc2Cl)C1=O	12%	4	24%	22%	-3	·
CCCCNC(=S)N(C)/N=C/c1sc(N2CCCCC2)nc1-c1cccs1	-5%	-2	12µM*	-13%	4	10µM*
COc1ccc(C2N=C(c3ccccc3)C(C)(C)N2O)cc1OC (configuration not stated)	0%	-2	2%	-25%	18	-4%

(further entries)
SMILES	FBPA Giardia inh	CHX counter	Pf growth 96h	HCV inhibitor	Shiga toxin inh	Pf growth 48h
O=C(O)COc1ccccc1/C=N/NC(=O)c1cc(-c2ccc(F)cc2)nc2ccccc12	-7%	2	-2%	-31%	-15	18%
COc1ccc(N2CCN(C(=O)c3cccc(Cn4cc(Cl)cn4)c3)CC2)cc1	-4%	8	?	?	17	-40%
Cc1cc(NC(=O)C2CCCN(S(=O)(=O)c3cnc[nH]3)C2)ccc1Br (configuration not stated)	-6%	-6	4.1µM*	-11%	-7	·
Cc1csc2nc(CNS(=O)(=O)c3ccc(-c4ccccc4)cc3)cn12	9%	-4	?	?	1	-7%
CN(Cc1ccccc1N1CCCC1)C(=O)c1cc2cc(Cl)ccc2o1	·	·	?	11µM*	·	?
CCOc1ccc(NC(=S)N(CCOC)C(C)c2ccco2)cc1 (configuration not stated)	-4%	-2	?	-6%	-2	-15%
CCN(CC)S(=O)(=O)c1cc(NC(=O)c2cc([N+](=O)[O-])ccc2N2CCOCC2)ccc1C	·	-3	?	?	-12	?
Clc1ccc(CN2CCSCC2)c(Cl)c1	?	1	2%	-8%	-10	6%
CCCCn1nc(C(=O)Nc2nc3c(s2)CCCC3)c2ccccc2c1=O	1%	7	6.6µM*	?	-13	?

Screening data: PubChem, National Center for Advancing Translational Sciences (NCATS)
